# PI4K2A inh – qHTS for small molecular inhibitors of PI4K2A; purified PI4K2A, ADP-Glo luminescence, 1 h; stronger effect = lower value; 0.13% of 420,000 active; activity change, negative = inhibition, % at 76.9 µM; in the data active = activity change below about -50%; inconclusive = mostly about -30% to -49%;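 note: -100% = wells without enzyme as full effect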
#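 In this quantitative HTS, ADP production by PI4K2A was quantified luminescently after 1 h at ambient temperature; 100 microM adenosine served as plate-quality control.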
# Pin1 inh – qHTS Assay to Find Inhibitors of Pin1; Peptidyl-prolyl cis-trans isomerase NIMA-interacting 1 (Homo sapiens), Q13526; Pin1 FP peptide displacement, HiFluor488, 10 min; Potency, µM (doses to about 115 µM), for the others: at the highest dose activity, negative = inhibition, actives largely listed as inhibitors; 0.009% of 390,000 active; active = well fitted inhibition curve with a large enough effect in the polarisation, with a control signal flat, not every such curve was filed as active; inconclusive = small, poorly fitted or top-dose-only effect, or effect the other way, or a change in a side signal; inactive = no such curve, though single readings can be large or run the other way; the % refers to the polarisation; note: potency is the fitted concentration of half-maximal effect; % is set by controls: 0 for no effect and ±100 for the full control effect
# Target sequence (Q13526 whole entry, looked up): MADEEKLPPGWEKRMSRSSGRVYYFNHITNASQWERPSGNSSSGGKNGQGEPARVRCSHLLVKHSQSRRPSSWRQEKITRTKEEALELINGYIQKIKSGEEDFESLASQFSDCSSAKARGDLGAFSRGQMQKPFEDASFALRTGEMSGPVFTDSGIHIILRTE
# HP1b chromo inh – HTS for Inhibitors of HP1-beta Chromodomain Interactions with Methylated Histone Tails; Chromobox protein homolog 1 (Homo sapiens), P83916; AlphaScreen HP1-beta / biotin-H3K9me3 peptide binding; Potency, µM (titrated, usually from 114 µM), without a hit: at the highest dose activity change, negative = inhibition, most hits filed as inhibitors; 0.56% of 390,000 active; AID 540317, 2011; note: potency is the fitted concentration of half-maximal effect; nearly all actives have a fitted effect of over 70% in size; inactives centre near 23
# Target sequence (P83916 whole entry, looked up): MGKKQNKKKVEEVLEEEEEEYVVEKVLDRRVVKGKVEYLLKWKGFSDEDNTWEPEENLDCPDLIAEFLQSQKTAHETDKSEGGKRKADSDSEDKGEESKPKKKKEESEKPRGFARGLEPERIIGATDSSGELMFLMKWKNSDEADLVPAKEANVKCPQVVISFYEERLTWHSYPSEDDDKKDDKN
#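 HP1-beta protein (50 nM final) preincubated 30 min at room temperature with biotinylated H3(1-18)K9me3 peptide (50 nM) in PBS pH 7.4, 0.01% Tween-20, then compound added for 30 min. AlphaScreen streptavidin donor/nickel chelate acceptor beads (10 ug/mL final), 30 min dark, luminescence read.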
# G9a inh – qHTS Assay for Inhibitors of Histone Lysine Methyltransferase G9a; G9a H3K9 monomethylation, AlphaScreen, 2 h; Potency, µM (doses to about 102 µM), for inactives: top-dose activity, negative = inhibition, most hits filed as inhibitors; 8.8% of 350,000 active; note: potency is the fitted concentration of half-maximal effect; % is set by controls: 0 for no effect and ±100 for the full control effect; nearly all actives have a fitted effect of over 75% in size
# Target sequence (Q96KQ7 913-1193 limits assumed): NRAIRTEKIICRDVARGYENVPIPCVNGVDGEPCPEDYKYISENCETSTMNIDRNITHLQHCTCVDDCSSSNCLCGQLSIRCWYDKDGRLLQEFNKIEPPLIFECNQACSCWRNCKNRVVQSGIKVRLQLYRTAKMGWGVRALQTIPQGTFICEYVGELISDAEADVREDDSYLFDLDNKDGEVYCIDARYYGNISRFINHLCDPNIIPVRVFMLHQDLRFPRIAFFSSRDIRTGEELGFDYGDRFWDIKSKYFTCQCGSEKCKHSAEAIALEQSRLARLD
#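 Using a bead-based AlphaScreen, monomethylated H3K9 product from 2 h room-temperature reactions (G9a 20 nM, peptide 500 nM, SAM 20 uM) was detected with 0.5 ug/mL rabbit anti-H3K9me1 antibody.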
# JMJD2A Tudor – qHTS Assay for Inhibitors of JMJD2A-Tudor Domain. Lysine-specific demethylase 4A (Homo sapiens), O75164. AlphaScreen JMJD2A-Tudor / H3K4me3 peptide binding. Potency, µM (doses to about 114 µM), for the others: at the highest dose activity change, negative = inhibition, hits mostly inhibitors. 4.4% of 390,000 active; note: potency is the fitted concentration of half-maximal effect; % is set by controls: 0 for no effect and ±100 for the full control effect; nearly all actives have a fitted effect of over 50% in size
# PGK inhibitor – qHTS Assay to Find Inhibitors of Phosphoglycerate Kinase. 0.043% of 380,000 active. Potency, µM (top dose mostly 57.5 µM), for the others: at the highest dose activity change, negative = inhibition, usual class: inhibitors. PGK/GAPDH coupled, Kinase-Glo luminescence, 60 min. Phosphoglycerate kinase, glycosomal (Trypanosoma brucei brucei), P07378. AID 602233, 2012; note: potency is the fitted concentration of half-maximal effect; % is set by controls: 0 for no effect and ±100 for the full control effect; nearly all actives have a fitted effect of over 60% in size
#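 Recombinant glycosomal PGK reaction used 1,3-bisphosphoglycerate generated in-well by GAPDH (100nM final) in 100mM TEA pH 7.6, 5mM MgCl2, 0.01% Tween-20. After 60 minutes at room temperature, ATP was read by Kinase-Glo Plus luminescence end-point.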
# ERG-DNA inh – qHTS for Small Molecule Inhibitors of the ERG Ets/DNA interaction; Transcriptional regulator ERG (Homo sapiens), P11308; fluorescence polarization, His-ERG Ets domain / labelled DNA; 0.028% of 370,000 active; Potency, µM (top dose mostly 76.9 µM), for inactives: at the top dose FP activity, negative = inhibition, usual class: inhibitors; active = well fitted inhibition curve with a large enough effect in the polarisation, with a control signal flat; inconclusive = small, poorly fitted or top-dose-only effect, or effect the other way, or a change in a side signal; inactive = no such curve, though single readings can be large or run the other way; the % refers to the polarisation;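 note: polarization taken with two DNA probes labelled with fluorescein and Texas red; potency is the fitted concentration of half-maximal effect; % of control where 0% means no effect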
#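 His-tagged ERG Ets domain (1 uM in the protein solution; 300mM KCl, 50mM Tris-HCl, 1mM EDTA, 1mM DTT, pH 7.5) received compound, then a probe mix of 5 nM fluorescein-DNA and 100nM Texas-615-DNA. Fluorescence polarization was read for both dyes.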
# BAZ2B block – qHTS Assay for Inhibitors of BAZ2B; Bromodomain adjacent to zinc finger domain protein 2B (Homo sapiens), Q9UIF8; AlphaScreen BAZ2B-H3K14Ac peptide displacement; Potency, µM (highest dose often 114 µM), without a hit: top-dose activity change, negative = inhibition, actives largely listed as inhibitors; 4.4% of 360,000 active; AID 504333, 2011; note: potency is the fitted concentration of half-maximal effect; % is set by controls: 0 for no effect and ±100 for the full control effect; nearly all actives have a fitted effect of over 60% in size
#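 AlphaScreen displacement: compounds (up to 110uM) incubated 30 min at room temperature with a preformed 50 nM BAZ2B/50 nM biotinylated H3K14Ac peptide complex in PBS pH 7.4 with Tween-20. Donor and acceptor beads at 10 ug/mL final added, 20 min light-protected before reading.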
# GLS inhibitor – qHTS for Inhibitors of Glutaminase (GLS); Glutaminase kidney isoform, mitochondrial (Homo sapiens), O94925; GLS enzymatic activity, qHTS titration; Potency, µM (series often up to 45.5 µM), for inactives: at the top dose activity change, negative = inhibition, most hits filed as inhibitors; 0.21% of 410,000 active; AID 624170, 2012; note: potency is the fitted concentration of half-maximal effect; % is set by controls: 0 for no effect and ±100 for the full control effect
#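 Enzyme dispensed in phosphate buffer (45 mM, pH 8.2, 0.02% Tween-20), compounds pinned in, then 1 mM L-glutamine solution and the glutamate oxidase–HRP–Amplex Red mix added; fluorescence read immediately and again after 30 min at room temperature.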
# * = called active by the depositor; i = inactive; ? = inconclusive; / = no result given; & = joins results of further samples; [ ] = remark or other dose. Unless noted, calls come from the whole dose curve; as a rule, active = well fitted curve in the direction sought with a large enough effect; inconclusive = small, poorly fitted or top-dose-only effect, or another doubt; inactive = no such curve, though single readings can be large; an effect the other way counts as inactive or inconclusive.
SMILES,PI4K2A inh,Pin1 inh,HP1b chromo inh,G9a inh,JMJD2A Tudor,PGK inhibitor,ERG-DNA inh,BAZ2B block,GLS inhibitor
CN(Cc1cccs1)C(=O)CCNS(=O)(=O)c1ccc(Br)cc1,0,1%,34%,16%[59 µM],-12%,5%,0%,9%,-2%
COCCNC(=S)N(CCc1c(C)[nH]c2ccc(Cl)cc12)Cc1cccnc1,-4,3%,-18%,-6%[2.33 µM],?,-9%,-6%,?,1%
CC(C)(C)Cc1nnc(NS(=O)(=O)Cc2ccccc2)s1,5,0%,8%,?,-5%,3%,7%,-11%,9%
Cc1c(CNC2CCC(C)CC2)c(C(=O)O)c(C)n1Cc1ccccc1F (stereo unspecified),3,-17%,3%,5%[59 µM],-26%,-7%,4%,-9%,8%
CCOc1ccc(NC(=S)N2CCN(CCN3C(=O)c4cccc5cccc(c45)C3=O)CC2)cc1,-1,5%,16%,4%,-26%,?,0%,-11%,2%
CCN1CCOC(=O)C1CC(=O)Nc1cccc(OC)c1 (stereo unspecified),1,0%,4%,?,-7%,0%,6%,-30%,-6%
COc1ccc(C(=O)Nc2cc3c(cc2N2CCOCC2)n(C)c(=O)n3C)cc1OC,7,-2%,37%,27%,-20%,-6%,-15%,?,7%
C=CCc1ccccc1OCC(O)CN1CCN(c2ccccc2)CC1 (stereo unspecified),-15,0%,-13%,?,?,i,-1%,50µM*,-2%
C1CCC(Nc2nnnn2C2CCCCC2)CC1,9,-4%,32%,-2%[59 µM],15%,-9%,-6%,10%,-3%
CN(C)S(=O)(=O)c1ccc(N2CCCC2)c(C(=O)Nc2cccc(F)c2)c1,5,-3%,5%,/,-15%,5%,9%,6%,14%
O=C(NCc1ccon1)C1CCC(=O)N(CCc2cccc(F)c2)C1 (stereo unspecified),-1,-6%,20%,14%,-6%,-2%,0%,-14%,8%
NNC(=O)COc1ccc(F)cc1,-4,5%,37%,4%[59 µM],-7%,-6%,3%,5%,15%
O=C(c1ccc2nc(Cc3cccc(Cl)c3)oc2c1)N1CCC(CO)CC1,8,-11%,50%[activator],9%,-13%,-9%,-14%,-13%[57.1 µM],-7%
CC(C)(C)c1ccc(C(=O)N2CCN(Cc3ccccc3)CC2)cc1,3,0%,42%[activator],7%,-2%,-1%,10%,-22%,0%
O=c1c2cc(N3CCOCC3)ccc2[nH]c(=S)n1CCCN1CCCCCC1,-7,-3%,20%,-12%[12.7 µM],-1%,0%,2%,-5%,/

# Some of the entries so far, as labelled records.
mol: CN(Cc1cccs1)C(=O)CCNS(=O)(=O)c1ccc(Br)cc1
  PI4K2A inh: 0
  Pin1 inh: 1%
  HP1b chromo inh: 34%
  G9a inh: 16%[59 µM]
  JMJD2A Tudor: -12%
  PGK inhibitor: 5%
  ERG-DNA inh: 0%
  BAZ2B block: 9%
  GLS inhibitor: -2%
mol: COCCNC(=S)N(CCc1c(C)[nH]c2ccc(Cl)cc12)Cc1cccnc1
  PI4K2A inh: -4
  Pin1 inh: 3%
  HP1b chromo inh: -18%
  G9a inh: -6%[2.33 µM]
  JMJD2A Tudor: ?
  PGK inhibitor: -9%
  ERG-DNA inh: -6%
  BAZ2B block: ?
  GLS inhibitor: 1%
mol: O=c1c2cc(N3CCOCC3)ccc2[nH]c(=S)n1CCCN1CCCCCC1
  PI4K2A inh: -7
  Pin1 inh: -3%
  HP1b chromo inh: 20%
  G9a inh: -12%[12.7 µM]
  JMJD2A Tudor: -1%
  PGK inhibitor: 0%
  ERG-DNA inh: 2%
  BAZ2B block: -5%
  GLS inhibitor: /

# Next part:
SMILES,PI4K2A inh,Pin1 inh,HP1b chromo inh,G9a inh,JMJD2A Tudor,PGK inhibitor,ERG-DNA inh,BAZ2B block,GLS inhibitor
Cc1cc(C)n2[nH]c(=O)c(N=Nc3cccc(C(F)(F)F)c3)c2n1,-8,0%,-1%,3%[12.7 µM],?,4%,1%,8%,27%
Cc1ccc(S(=O)(=O)N(C)CC(=O)Nc2cccc(C)n2)cc1,-1,0%,45%[activator],23%[59 µM],-14%,1%,-5%,-5%,9%
CCn1c(SCC(=O)Nc2ccccc2OC)nc2ccccc2c1=O,-2,-11%,17%,12%,1%,-5%,/,-1%,-1%
Cc1ccc(NC(=O)C2CCCN(C(=O)c3cnn(-c4ccccc4)c3-n3cccc3)C2)cc1 (stereo unspecified),-2,-10%,18%,-3%[59 µM],-28%,-1%,0%,-1%,2%
O=C(C1CCN(c2ncnc3c2nc2n3CCCCC2)CC1)N1CCN(c2ccc(F)cc2)CC1,-2&-2,0%&-1%,25%&10%,5%&-33%[59 µM],21%&-18%,-8%&1%,5%&1%,-17%,37%&8%[activator]
O=C(COC(=O)CN1C(=O)c2ccccc2C1=O)NC1CCCC1,4,-1%,13%,18%,-9%,-7%,4%,0%,2%
CCN(CC(=O)NCc1cccs1)S(=O)(=O)c1ccc([N+](=O)[O-])cc1,-1,0%,22%,5%,-14%,0%,3%,/,0%
CC(C)(C)S(=O)(=O)N1Cc2cc(CO)cc(CCO)c2[C@@H]1CCO,-2,-8%,41%[activator],/,-5%,-8%,-14%,/,-4%
CCN(CC)S(=O)(=O)c1ccc(NC(=O)[C@H](CSCc2ccccc2)N2Cc3ccccc3C2=O)cc1,2,6%,39%,2%[59 µM],-16%,-3%,0%,-27%,0%
Cn1c(NCc2ccccc2)cc(=O)n(C)c1=O,1,0%,38%,-4%[59 µM],-1%,i,1%,0%,-1%
CN(Cc1cccs1)C(=O)CCc1ccc(S(=O)(=O)N2CCOCC2)cc1,2,17%,17%,-20%[59 µM],-16%,-6%,11%,33%[activator],10%
COCCn1c(-c2ccccc2)nc2ccccc21,-8,7%,22%,-7%,9%,1%,0%,-4%,-11%
COC(=O)c1ccc(NC(=O)C23CC4CC(C2)CC(n2cncn2)(C4)C3)cc1,-7,-4%,27%,-12%[59 µM],-19%,-2%,6%,5%,9%
COc1ccc2[nH]c3c(c2c1)CCN1C(=O)C(CC(=O)NCCN2CCOCC2)C[C@H](C(=O)N(C(C)C)C(C)C)[C@@]31C (stereo partly specified),1,0%,39%[activator],/,-24%,-4%,-13%,/,24%
Cc1cc(C(=O)O)c(CCCN)s1,0,1%,39%[activator],-40%,-12%,6%,/,-21%,-5%

# Laid out differently: results already given
# Fields: PI4K2A inh | Pin1 inh | HP1b chromo inh | G9a inh | JMJD2A Tudor | PGK inhibitor | ERG-DNA inh | BAZ2B block | GLS inhibitor
COCCn1c(-c2ccccc2)nc2ccccc21
    -8 | 7% | 22% | -7% | 9% | 1% | 0% | -4% | -11%
COC(=O)c1ccc(NC(=O)C23CC4CC(C2)CC(n2cncn2)(C4)C3)cc1
    -7 | -4% | 27% | -12%[59 µM] | -19% | -2% | 6% | 5% | 9%

# Next records.
SMILES,PI4K2A inh,Pin1 inh,HP1b chromo inh,G9a inh,JMJD2A Tudor,PGK inhibitor,ERG-DNA inh,BAZ2B block,GLS inhibitor
O=C(CCSCCc1ccccn1)Nc1ccc(Br)cc1F,3,-1%,21%,5%[59 µM],2%,-6%,-3%,5%,-4%
COC(=O)c1ccc(N2CCCCC2)c(NC(=O)c2ccco2)c1,-2,-1%,-1%,-12%,-16%,11%,-8%,-16%,-10%
Cc1nc(-c2ccc(S(=O)(=O)N3CCN(Cc4ccccc4)CC3)s2)cs1,1,-2%,33%,10%,-17%,5%,1%,-17%,13%
CCOc1ccc(NC(=O)CCN2CCN(S(=O)(=O)c3ccc(OC)cc3)CC2)cc1,9,3%,15%,8%,-11%,-4%,-2%,0%,8%
O=c1cc(CSc2ccccn2)[nH]c(=O)[nH]1,-3,-11%,28%,-44%,17%,-4%,5%,-6%,-8%
Cc1cc2c(cc1C)NC(=O)CC(C(F)(F)C(F)(F)C(F)(F)F)=N2,-3,11%,52%[activator],-30%[59 µM],3%,7%,5%,-11%,9%
Nc1nc(NCc2ccco2)nc(N2CCOCC2)c1[N+](=O)[O-],1,8%,16%,14%[12.7 µM],-15%,i,0%,-13%,-14%
Cn1c(=O)n(C)c2cc(N3CCCCC3)c(NC(=O)c3ccccc3)cc21,3,0%,14%,19%,-12%,-4%,-10%,50µM*,11%
O=C(OCC(=O)N1CCOCC1)C(c1ccccc1)c1ccccc1,-3,6%,-8%,0%,-14%,-7%,-7%,-4%,8%
CC1CCN(C(=S)NC2CC3CCC2C3)CC1 (stereo unspecified),3,-6%,24%,-5%[59 µM],-7%,0%,-15%,-6%,2%
CCOc1nc(N2CCOCC2)nc(C)c1[N+](=O)[O-],-5,2%,8%,?,-25%,i,3%,-29%,-3%
COc1ccc(NC(=O)CCn2c(=S)[nH]c3ccccc3c2=O)cc1OC,5,15%,50%[activator],18%,-4%,i,-12%,-2%,-18%
O=S(=O)(c1ccccc1Br)N(Cc1ccccc1)CC(O)COCc1ccccc1 (stereo unspecified),-2,3%,57%[activator],/,18%,i,2%,/,-5%

# Source: PubChem BioAssay (National Center for Advancing Translational Sciences (NCATS))
